LRH-1 inv ag: LRH-1 (NR5A2) inverse agonists, primary screen, cell-based, luminescence, HEK293T, StAR-luciferase reporter; LRH-1 transfected, 24 h; inhibition, % at 3.6 µM; Nuclear receptor subfamily 5 group A member 2 (Homo sapiens), O00482; AID 602396, 2012; hit rate 0.13% among 360,000;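 active means inhibition above the mean inhibition of all tested compounds plus 3 SD, cut at about 73% in these data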;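 further: 0% = DMSO wells and 100% = reporter-only cells lacking LRH-1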
Target sequence (O00482 whole entry, looked up): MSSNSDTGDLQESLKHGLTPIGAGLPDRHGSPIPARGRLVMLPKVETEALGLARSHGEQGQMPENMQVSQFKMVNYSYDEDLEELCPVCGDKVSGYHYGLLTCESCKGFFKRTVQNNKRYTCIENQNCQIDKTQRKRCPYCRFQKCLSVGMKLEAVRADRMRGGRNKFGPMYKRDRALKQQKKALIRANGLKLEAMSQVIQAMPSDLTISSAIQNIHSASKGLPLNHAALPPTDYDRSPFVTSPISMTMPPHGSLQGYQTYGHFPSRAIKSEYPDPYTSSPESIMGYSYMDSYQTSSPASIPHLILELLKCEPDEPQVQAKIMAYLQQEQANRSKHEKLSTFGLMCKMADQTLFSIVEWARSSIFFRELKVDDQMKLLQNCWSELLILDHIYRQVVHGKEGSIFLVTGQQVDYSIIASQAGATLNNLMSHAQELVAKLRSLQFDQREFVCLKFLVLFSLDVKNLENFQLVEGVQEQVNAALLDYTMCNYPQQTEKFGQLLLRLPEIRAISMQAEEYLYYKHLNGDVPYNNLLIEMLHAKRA
SRC3 inh: SRC3 coactivator transcriptional activity inhibitors, primary screen, cell-based, luminescence; hit rate 0.17% among 360,000; HEK293 GAL4-SRC3 luciferase reporter; inhibition, % at 3.6 µM;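 active means inhibition above a per-campaign cutoff, the mean of all compounds plus 3 SD, cut at about 60% in these data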;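 further: 0% = DMSO-treated cells and 100% = gossypol-treated cells at 36 µM; higher means less SRC3-driven luciferase light from the GAL4 reporter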
NCOA1 inh: SRC1 coactivator transcriptional activity inhibitors, primary screen, cell-based, luminescence; Nuclear receptor coactivator 1 (Homo sapiens), Q15788; HEK293 GAL4-SRC1 luciferase reporter; inhibition, % at 3.6 µM; hit rate 0.12% among 360,000;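 active means inhibition above the campaign mean plus 3 SD, with each screening campaign given its own cutoff, cut at about 60% in these data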;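 further: 0% = DMSO treated cells and 100% = gossypol at 36 µM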
TROY NFkB inh: inhibitors of TROY-driven NF-kB signaling, primary screen, Q293 LMP1-TROYcd cells, NF-kB luciferase, uHTS | Q293 LMP1-TROYcd NF-kB luciferase reporter, 4 h | inhibition, % at 10 µM | hit rate 0.98% among 360,000 | AID 1347056, 2019;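 active means compounds whose plate-normalised and pattern-corrected inhibition of the luciferase reporter signal at the single screening dose is 50% or more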
COUP-TFII inh: NR2F2 transcriptional activity inhibitors, primary screen, cell-based, luciferase reporter, HEK293T, luminescence | HEK293T NGFI-A luciferase reporter | inhibition, % at 8.6 µM | hit rate 0.7% among 370,000 | AID 686940, 2013;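 active means inhibition above a per-plate cutoff, mean inhibition of test wells between control levels plus 3 SD, cut at about 38% in these data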;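 further: cells cotransfected with COUP-TFII expression vector driving the NGFI-A reporter; 0% = median of COUP-TF2 test wells and 100% = reporter-only cells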
Target sequence (P24468 whole entry, looked up): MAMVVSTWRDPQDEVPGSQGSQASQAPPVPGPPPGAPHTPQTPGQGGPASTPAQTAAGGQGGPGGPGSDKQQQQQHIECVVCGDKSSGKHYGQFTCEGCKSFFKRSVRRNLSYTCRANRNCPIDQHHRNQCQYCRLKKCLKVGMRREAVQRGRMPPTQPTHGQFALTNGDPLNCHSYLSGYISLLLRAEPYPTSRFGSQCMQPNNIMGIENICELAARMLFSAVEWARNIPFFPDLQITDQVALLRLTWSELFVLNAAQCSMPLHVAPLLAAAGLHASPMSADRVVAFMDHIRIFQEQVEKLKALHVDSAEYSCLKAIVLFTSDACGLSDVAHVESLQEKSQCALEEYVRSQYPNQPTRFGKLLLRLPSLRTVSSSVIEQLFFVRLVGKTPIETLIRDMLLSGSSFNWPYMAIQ
CF NFkB block: inhibitors of PAF-induced NF-kB signaling, primary screen, cell-based, GFP fluorescence, uHTS | inhibition, % at 5 µM | hit rate 0.86% among 360,000 | KKLEB NF-kB-GFP reporter, GFP fluorescence overnight | AID 588850, 2011;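 active means at least 50% inhibition at 5 µM, scaled per plate between neutral and stimulator controls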;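 further: PAF is a Pseudomonas aeruginosa culture filtrate used as stimulus; plate controls were PAF-stimulated DMSO wells for no effect and unstimulated DMSO wells for full effect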
LMP1 NFkB inh: EBV LMP1-driven NF-kappaB luciferase reporter inhibitors, primary screen, cell-based, luminescence, single point; LMP1-induced NF-kappaB luciferase reporter cells; inhibition, % at 12.5 µM; hit rate 0.69% among 350,000; AID 504558, 2011; in the data active means inhibition above about 41%;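 further: 0% = neutral control wells and 100% = reference inhibitor control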
SRC2 inh: inhibition of GAL4-SRC2 driven luciferase reporter, primary screen, SRC2 inhibitor project, cell-based, luminescence; hit rate 0.17% among 370,000; inhibition, % at 9 µM; AID 651957, 2012; Nuclear receptor coactivator 2 (Homo sapiens), Q15596; HEK293 GAL4-SRC2 luciferase reporter;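 active means inhibition above the mean inhibition of all tested compounds plus 3 SD, set per campaign, cut at about 52% in these data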;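 further: 0% = DMSO treated cells and 100% = cells given Gossypol at 36 µM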
C8 TRAIL sens: viability loss with TRAIL in NB7+C8 cells, primary screen, TRAIL sensitizer project, cell-based, ATPlite luminescence. AID 624354, 2012. hit rate 1% among 360,000. inhibition (viability loss, TRAIL sensitization), % at 10 µM;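 active means compounds causing at least 50% loss of cell viability in the single-dose screen, relative to plate controls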
KKLEB tox: cytotoxicity in KKLEB CF airway cells, primary screen, cytotoxicity control for CF NF-kB inhibitor project, cell-based, uHTS, fluorescence assay plates. KKLEB CF airway cells viability, ATPlite luminescence, overnight; stronger effect = lower value; cells stimulated with P. aeruginosa culture filtrate. activity change (cytotoxicity), % at 5 µM. hit rate 0.36% among 360,000;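 active means corrected activity change at or below -50% at 5 µM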
TWEAK Fn14 block: inhibitors of TWEAK-Fn14 signaling, primary screen, luciferase reporter cells, uHTS | TWEAK-stimulated Fn14 reporter cells, luciferase luminescence, 8 h | hit rate 2% among 360,000 | inhibition, % at 10 µM | AID 1159606, 2016; in the data active means inhibition above about 50%
* hit, by the source's call; / = not tested or not shown. Not a hit list (roughly 4.2% active in at least one column).

cpd	smiles	LRH-1 inv ag	SRC3 inh	NCOA1 inh	TROY NFkB inh	COUP-TFII inh	CF NFkB block	LMP1 NFkB inh	SRC2 inh	C8 TRAIL sens	KKLEB tox	TWEAK Fn14 block
1	Cc1onc(-c2ccccc2Cl)c1C(=O)NCCn1c(C)cc2ccccc21	0	-4	13	11	/	4	2	/	-3	20	2
2	CCN(CC)S(=O)(=O)c1ccc(N2CCOCC2)c(NC(=O)c2cc(C)cc(C)c2)c1	-12	25	14	-10	7	-14	-9	7	-7	-1	2
3	CC1CCCCN1S(=O)(=O)c1ccc(C(=O)N2CCOCC2)cc1 (configuration not stated)	-1	-27	-1	0	-3	4	-5	-2	3	-1	12
4	CC1=C(C(=O)N2CCOCC2)CC(CC(=O)NCc2cccs2)C(=O)N1CCCN1CCCC1=O (configuration not stated)	10	10	-1	-11	-18	-19	/	18	-1	2	23
5	CN(C(=O)c1ccc(=O)[nH]c1)C1(C(=O)NC2CCCCC2)CCCCC1	8	8	-3	-7	1	-2	-13	13	7	-1	-5
6	Cc1cccc(/C(N)=N/OC(=O)c2ccc(F)cc2)c1	-73	-63	-120	-65	-38	8	-27	-57	8	2	1
7	COc1ccc(C(=O)CSc2nc3nc(C)cc(C)n3n2)cc1OC	-26	-19	-15	27	8	9	10	-6	4	9	0
8	Cc1cc(=O)nc2c3ccccc3n(CC(=O)NCCCN3CCCCC3C)n12 (configuration not stated)	10	-12	-5	-4	3	-21	-8	-6	4	12	-10
9	COc1cccc(C(=O)NCC(=O)OCC(=O)c2ccccc2)c1	5	-4	1	-21	-11	1	-11	-24	-5	0	1
10	CC(=O)c1c(N2CCN(C)CC2)nc(=S)n(Cc2ccccc2)c1C	16	12	11	4	1	-12	-3	-26	1	16	4
11	O=C(NCCCn1ccnc1)C1CCCN(S(=O)(=O)c2cc(Cl)ccc2Cl)C1 (configuration not stated)	0	12	5	13	8	-8	5	11	22	7	-3
12	CC(=O)c1c(C)nc(-c2ccc(OCC(=O)Nc3cccc(C)c3C)cc2)n1O	1	6	7	8	-10	-10	1	-17	-9	21	-1
13	COC(=O)c1ccc2c(=O)n(CCCCCC(=O)NCc3ccccn3)c(=O)[nH]c2c1	16	8	-2	-10	1	-12	3	20	3	1	-9
14	CN(Cc1ccccc1)C(=O)COC(=O)c1ccc2c(c1)OCO2	-12	4	-38	-14	-10	-2	0	11	-6	0	-12
15	COc1ccc(CCNC(=O)C2CCCN(c3nc4ccccc4s3)C2)cc1OC (configuration not stated)	-17	-15	4	-1	16	0	1	13	-3	2	21
16	O=C1c2ccccc2/C(=C\c2ccc3[nH]ccc3c2)N1c1ccccc1	34	-21	-16	-19	-14	-9	-2	-24	6	-1	8
17	Cc1cccc(NC(=S)NC(=O)c2ccc(Br)o2)c1C	-21	-5	-3	-28	13	5	-7	-15	-3	3	-13
18	O=C(COC(=O)/C=C/c1ccc(Cl)cc1Cl)NCC1CCCO1 (configuration not stated)	2	5	-14	-11	1	27	3	5	-10	-23	-7
19	Cc1nc2scc(-c3ccccc3)c2c(=O)o1	8	11	-20	-6	8	-13	-20	-28	-2	-14	5
20	O=c1[nH]c(SCc2cccc(F)c2)nc2c1CCCC2	5	5	-29	46	-1	10	-6	-19	5	-14	21
21	COCC1CCCCN1C(=O)c1ccc(OC2CCN(Cc3ccccn3)CC2)cc1 (configuration not stated)	-15	5	-6	-14	0	-2	-5	-33	9	7	-10
22	CCNC(=O)COc1cccc(C(=O)NCc2ccccc2)c1	-4	11	-5	-6	-18	-4	3	16	-5	6	-13
23	Cc1ccc(NC(=O)CCNC(=O)Cn2ccc3ccccc3c2=O)cc1F	-21	-26	-16	-21	-16	-1	-21	4	5	-8	-7
24	COc1ccccc1-c1nc(C#N)c(N2CCc3ccccc3C2)o1	-34	-10	-22	-20	-10	4	-9	4	0	-10	-12
25	O=C(COc1ccccc1/C=C\c1[nH]c(=O)[nH]c(=O)c1[N+](=O)[O-])Nc1ccccc1	-26	-26	-50	-76	-10	21	-9	-72	-1	6	-16
26	Cc1ccc(S(=O)(=O)C(CCC(=O)N2CCOCC2)S(=O)(=O)c2ccc(C)cc2)cc1	-6	-1	-15	4	2	-5	4	-5	-18	-4	7
27	COc1ccccc1OCc1nnc(SCCN2CCOCC2)o1	-14	1	11	-2	4	-22	-2	-19	2	-13	10
28	CN(CCCC(=O)NCCc1ccccc1)S(=O)(=O)c1ccc([N+](=O)[O-])cc1	-3	-3	7	-14	6	-11	2	-19	5	3	8
29	O=C(C[C@H]1C[C@H](C(=O)N2CCOCC2)[C@@]2(CCC3CCCC3)c3[nH]c4ccc(Cl)cc4c3CCN2C1=O)NCC12CC3CC(CC(C3)C1)C2	18	0	21	16	-20	45	7	-29	24	-22	45
30	COc1ccc(C(CC(=O)NCCCN2CCOCC2)NS(=O)(=O)c2ccc(C)cc2)cc1 (configuration not stated)	10	17	-1	-9	-10	-4	2	-17	6	6	-4
31	O=C(Oc1ccccc1)c1c(Cl)cccc1P(=O)(O)O	6	6	-3	4	9	2	-3	-3	-13	-9	12
32	CCC1Sc2ccc(S(=O)(=O)CCC(=O)Nc3ccc(NC(C)=O)cc3)cc2NC1=O (configuration not stated)	-5	-15	9	-16	17	-3	-2	10	-5	6	4
33	FC(F)(F)c1ccc(CSc2nccn2-c2ccccc2)cc1	-7	10	10	-2	3	-13	-3	24	30	-8	4
34	O=C(CC1=NCCNC(c2ccccc2)C1)c1ccccc1O (configuration not stated)	-76	-34	-21	-10	-30	-6	-15	-46	-2	-5	-6
35	Cc1cccc(NS(=O)(=O)c2cccc(C(=O)N3CCN(c4ccccn4)CC3)c2)c1	-5	-30	8	2	11	4	-2	7	5	-3	-1
36	COc1ccccc1-c1nnc(SCC(=O)Nc2ccc(S(N)(=O)=O)cc2)n1C	5	-24	-7	4	6	2	-3	-21	3	-6	1

Profiles as entered above. Values in the order: LRH-1 inv ag, SRC3 inh, NCOA1 inh, TROY NFkB inh, COUP-TFII inh, CF NFkB block, LMP1 NFkB inh, SRC2 inh, C8 TRAIL sens, KKLEB tox, TWEAK Fn14 block
CN(Cc1ccccc1)C(=O)COC(=O)c1ccc2c(c1)OCO2 in the list: -12, 4, -38, -14, -10, -2, 0, 11, -6, 0, -12
Cc1nc2scc(-c3ccccc3)c2c(=O)o1 in the list: 8, 11, -20, -6, 8, -13, -20, -28, -2, -14, 5

Following part:
cpd	smiles	LRH-1 inv ag	SRC3 inh	NCOA1 inh	TROY NFkB inh	COUP-TFII inh	CF NFkB block	LMP1 NFkB inh	SRC2 inh	C8 TRAIL sens	KKLEB tox	TWEAK Fn14 block
37	Cc1ccnc2nc(C(=O)OCC(=O)Nc3ccccc3C(C)(C)C)nn12	6	20	-6	10	-8	-2	7	-18	-2	-12	7
38	Cc1nc2ccccn2c1/C(O)=C1\C(=O)C(=O)N(CCN(C)C)C1c1ccco1 (configuration not stated)	-1	15	-4	-10	4	3	-13	-35	0	-6	13
39	COCCNC(=O)c1ccc(-c2cn[nH]c2)c2ccoc12	-1	-13	-23	-9	-18	21	/	-32	-5	-20	13
40	S=C(c1ccccc1)N1CCN(C(=S)c2ccccc2)CC1	6	11	-4	-11	-7	-6	7	7	-15	-2	-11
41	C=C1C(=O)[C@]23C[C@H]1CCC2[C@@]1(C)C(C[C@@H]3O)[C@](C)(C(=O)OC)CC[C@@H]1OC(C)=O (some centres not stated)	83*	45	23	37	49*	89*	/	59*	2	-100*	96*
42	COc1cc(NC(=O)c2ccc(-c3ccc(Br)cc3)o2)ccc1NC(=O)C(C)C	-5	6	2	-9	-4	-23	-24	-20	12	4	-157
43	C=CC[C@H](CC(=O)N(CCO)Cc1ccccc1)C(=O)N[C@@H](COC(=O)[C@H](CC=C)CC(=O)OC(C)(C)C)Cc1c[nH]c2ccccc12	2	-10	-5	24	4	19	-3	13	28	-10	27
44	COc1ccc(-c2nnc(SCC(=O)NCc3cccs3)n2C(C)C)cc1	5	-4	-7	12	-9	9	-4	-7	-1	4	15
45	CN(Cc1ccccc1)C(=O)COC(=O)c1ccccc1NS(=O)(=O)c1cccc(N)c1	-16	5	2	-16	8	-3	10	-1	0	-20	18
46	Cc1ccc(N(C(=O)C2CCCO2)C2C=CS(=O)(=O)C2)cc1Cl (configuration not stated)	6	13	-3	-7	-2	14	-5	-5	-14	5	6
47	Cc1ccc(S(=O)(=O)N2C[C@H]3C(=O)C[C@@H](c4ccccc4)N(S(=O)(=O)c4ccccc4C)[C@H]3C[C@H]2c2ccccc2)cc1	27	6	9	11	21	-7	/	19	-11	-28	11
48	CC1CCCN(S(=O)(=O)c2ccc3c(c2)OCCO3)C1 (configuration not stated)	-15	-7	-21	-3	-11	-10	9	6	3	14	-5
49	O=C1CCN(Cc2ccccc2)C(=O)N1c1ccccc1	0	22	-10	5	-12	0	6	-13	3	1	-9
50	Cc1cccc(/C=N\N=C\c2cccc(C)c2)c1	-1	-27	-5	-37	-5	15	10	3	-15	5	-46
51	O=C(N/N=C/c1ccc(Cl)cc1Cl)c1n[nH]c2c1CCCC2	-37	-31	-65	-16	-13	10	-7	-38	-17	-10	19
